# Compound activity deposited in PubChem by National Center for Advancing Translational Sciences (NCATS).
# 12-LOX inh – ALOX12 (human) lipoxygenase inhibition; purified 12hLO, xylenol orange hydroperoxide absorbance; Potency, µM (highest dose often 108 µM), for the others: top-dose activity change, negative = inhibition, actives largely listed as inhibitors; 580,000 tested, 1.1% active; AID 1671190; also: potency is read from the fitted curve at half-maximal effect; % is scaled to controls: 0 for no effect and ±100 for the full control effect
#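 Purified human 12hLO (150 nM final) in 25 mM Hepes, 0.01% Triton X-100, pH 7.0 was preincubated 15 min at room temperature with compound. Then 40 uM arachidonic acid was added, 30 min. Hydroperoxide was read by Fe-XO absorbance ratio 573/405 nm.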
# POLK inh – inhibitors of human DNA polymerase kappa. purified Pol kappa, fluorescent DNA synthesis assay, 10 min. Potency, µM (titrated, usually from 107 µM), for inactives: at the top dose activity, negative = inhibition, usual class: inhibitors. 400,000 tested, 0.53% active. AID 588579; also: potency is read from the fitted curve at half-maximal effect; % is scaled to controls: 0 for no effect and ±100 for the full control effect
#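 50 nM final substrate added after 15 min RT preincubation of 10 nM Pol kappa with compound; fluorescence read at 0 and 10 min.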
# POLB inh – DNA polymerase beta (human) inhibition; Potency, µM (titrated, usually from 114 µM), without a hit: at the highest dose activity change, negative = inhibition, usual class: inhibitors; 340,000 tested, 1.3% active; Pol beta primer extension/strand displacement, fluorescence kinetic; AID 485314; P06746; also: potency is read from the fitted curve at half-maximal effect; % is scaled to controls: 0 for no effect and ±100 for the full control effect
#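 Human Pol beta at 10 nM; strand-displacement substrate 50 nM final. Compound exposure 15 min at room temperature before start, reaction 10 min at room temperature.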
# Apoferritin bind – binds horse apoferritin like a general anesthetic; P02791; apoferritin/1-aminoanthracene competitive binding, fluorescence; Potency, µM (titrated, usually from 77.5 µM), for the others: at the top dose activity change, negative = displacement, actives largely listed as inhibitors; 350,000 tested, 0.074% active; also: potency is read from the fitted curve at half-maximal effect; % is scaled to controls: 0 for no effect and ±100 for the full control effect; nearly all actives have a fitted effect of over 20% in size
# Target sequence (P02791 2-175 limits assumed): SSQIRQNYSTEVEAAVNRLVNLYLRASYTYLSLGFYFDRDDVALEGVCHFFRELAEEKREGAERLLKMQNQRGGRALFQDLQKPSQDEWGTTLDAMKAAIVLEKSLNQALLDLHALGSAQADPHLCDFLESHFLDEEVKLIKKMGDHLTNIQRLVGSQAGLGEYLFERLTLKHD
#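 Concentration-response curves derived by four-parameter Hill fitting of normalized fluorescence, where compounds displaced 1-AMA from 10 uM horse apoferritin following a brief 10 min room-temperature incubation; propofol titration acted as positive control.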
# TRHR ag – activates the human TRH receptor; P34981; TRHR cells, calcium flux fluo-8, FDSS agonist mode; activation, % at 2 µM; 360,000 tested, 0.18% active; AID 493084; in the data active = activation above about 30%; also: 0% is about no effect
# Target sequence (P34981 whole entry, looked up): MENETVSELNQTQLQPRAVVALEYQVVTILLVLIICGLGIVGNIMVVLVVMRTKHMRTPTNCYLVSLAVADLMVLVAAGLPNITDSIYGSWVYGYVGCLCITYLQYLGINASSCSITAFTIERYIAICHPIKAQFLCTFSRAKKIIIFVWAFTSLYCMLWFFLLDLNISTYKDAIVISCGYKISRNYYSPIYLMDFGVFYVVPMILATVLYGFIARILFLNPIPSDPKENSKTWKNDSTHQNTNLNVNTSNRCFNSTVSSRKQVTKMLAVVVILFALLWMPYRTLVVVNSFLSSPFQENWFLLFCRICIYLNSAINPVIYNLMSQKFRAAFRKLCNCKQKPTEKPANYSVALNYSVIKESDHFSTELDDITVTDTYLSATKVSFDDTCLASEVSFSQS
#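 Agonist-mode FDSS calcium read (Ex 480/Em 530, 1 s cycles) in 1536-well TRHR cells with fluo-8 dye, after 10-cycle baseline and 23 nL compound addition; TRH at EC20 (10 nM final) added afterwards for the enhancer phase.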
# ERG Ets-DNA blk – ERG Ets/DNA interaction inhibition | P11308 | fluorescence polarization, His-ERG Ets domain / labelled DNA | Potency, µM (series often up to 76.9 µM), inactives show at the top dose FP activity, negative = inhibition, usual class: inhibitors | 370,000 tested, 0.028% active | AID 624246; active = well fitted inhibition curve with a large enough effect in the polarisation, with a control signal flat; inconclusive = small, poorly fitted or top-dose-only effect, or effect the other way, or a change in a side signal; inactive = no such curve, though single readings can be large or run the other way; the % refers to the polarisation;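 also: polarization taken with two DNA probes labelled with fluorescein and Texas red; potency is read from the fitted curve at half-maximal effect; % of control where 0% means no effect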
#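 His-tagged ERG Ets domain (1 uM in the protein solution; 300mM KCl, 50mM Tris-HCl, 1mM EDTA, 1mM DTT, pH 7.5) received compound, then a probe mix of 5 nM fluorescein-DNA and 100nM Texas-615-DNA. Fluorescence polarization was read for both dyes.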
# POLI inh – DNA polymerase iota (human) inhibition | Q9UNA4 | Pol iota fluorescent replication assay, 10 min | Potency, µM (series often up to 115 µM), for inactives: at the top dose activity, negative = inhibition, actives largely listed as inhibitors | 390,000 tested, 1% active | AID 588590; also: potency is read from the fitted curve at half-maximal effect
#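 Pol iota at 10 nM preincubated 15 min with compounds at room temperature; reaction started with fluorescent substrate, 50 nM final. Fluorescence read kinetically at 0 and 10 min; buffer-only wells as negative control.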
# BLM inh – Bloom syndrome helicase (human) inhibition; recombinant BLM DNA unwinding, fluorescence dequenching; Potency, µM (titrated, usually from 56.1 µM), inactives show at the highest dose activity change, negative = inhibition, most hits filed as inhibitors; 350,000 tested, 0.2% active;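 also: potency is read from the fitted curve at half-maximal effect; plate controls were vehicle for no effect and no enzyme for full effect; nearly all actives have a fitted effect of over 35% in size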
# APE1 inh – APE1 (human) endonuclease inhibition | P27695 | recombinant APE1, TAMRA/BHQ-2 abasic DNA cleavage fluorescence | Potency, µM (top dose mostly 65.8 µM), for inactives: at the highest dose activity change, negative = inhibition, most hits filed as inhibitors | 350,000 tested, 0.35% active | AID 2517;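 also: potency is read from the fitted curve at half-maximal effect; plate controls were vehicle for no effect and reference inhibitor for full effect; nearly all actives have a fitted effect of over 55% in size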
# Target sequence (P27695 whole entry, looked up): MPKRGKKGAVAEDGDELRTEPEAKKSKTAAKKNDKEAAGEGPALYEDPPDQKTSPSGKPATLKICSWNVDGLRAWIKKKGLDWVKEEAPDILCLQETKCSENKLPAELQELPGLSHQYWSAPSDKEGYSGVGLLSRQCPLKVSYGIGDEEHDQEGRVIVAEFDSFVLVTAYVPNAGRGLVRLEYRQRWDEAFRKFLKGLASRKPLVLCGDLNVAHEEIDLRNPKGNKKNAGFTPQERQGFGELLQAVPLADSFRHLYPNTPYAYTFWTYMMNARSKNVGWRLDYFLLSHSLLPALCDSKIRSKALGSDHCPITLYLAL
#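 APE1 at 0.75 nM final was preincubated with compound 15 min at room temperature, then 50 nM double-stranded THF abasic-site substrate (5'-TAMRA/3'-BHQ-2) was added. Fluorescence (ex 525/em 598 nm) was read kinetically; third-minus-first read gave activity.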
# * = called active by the depositor; ? = inconclusive; · = no result given; [ ] = another dose, or the depositor's remark. Unless noted, calls follow the shape of the dose curve; as a rule, active = well fitted curve in the direction sought with a large enough effect; inconclusive = small, poorly fitted or top-dose-only effect, or another doubt; inactive = no such curve, though single readings can be large; an effect the other way counts as inactive or inconclusive.
# A first look (2 entries):
SMILES,12-LOX inh,POLK inh,POLB inh,Apoferritin bind,TRHR ag,ERG Ets-DNA blk,POLI inh,BLM inh,APE1 inh
COc1cccc(C(=O)OCC(=O)NCc2ccc3c(c2)OCO3)c1OC,0%,-18%,·,·,·,6%,37%[activator],·,20%
CCn1c2ccccc2c2cc(C#N)c(N)nc21,?,-14%,·,·,·,-11%,16%,·,·

# The list itself, repeating the preview:
SMILES,12-LOX inh,POLK inh,POLB inh,Apoferritin bind,TRHR ag,ERG Ets-DNA blk,POLI inh,BLM inh,APE1 inh
COc1cccc(C(=O)OCC(=O)NCc2ccc3c(c2)OCO3)c1OC,0%,-18%,·,·,·,6%,37%[activator],·,20%
CCn1c2ccccc2c2cc(C#N)c(N)nc21,?,-14%,·,·,·,-11%,16%,·,·
C[C@@]12CC[C@H]3OC(=O)C=C3C1CC[C@@]13CC(CCC12)[C@](CO)(O[C@H]1O[C@H](CO)[C@@H](O)[C@H](O)[C@H]1O)C3 (stereo partly drawn),0%,7%,·,·,1.4,-13%,20%,·,28%
CCOc1ccc(C(=O)N2CCc3cc(OC)c(OC)cc3C2COc2ccc3c(C)cc(=O)oc3c2)cc1OCC (stereo not drawn),4%,-17%,4%,?,0.2,16%,6%,-5%,·
COc1ccc(CC(=O)Nc2ccc(S(=O)(=O)NC(C)C)cc2)cc1,-19%,-13%,0%,?,0.6,0%,6%,-5%,-5%
COc1cc(/C=C(\C#N)c2nn(CCO)c(N)c2C#N)cc(OC)c1OC,0%,3%,16%,-18%,0.4,-3%,133%[activator],-2%,0%
Cc1ccc(S(=O)(=O)Nc2ccccc2F)cc1C(=O)NCc1ccco1,56%[activator],6%,·,·,0.2,10%,13%,·,3%
CC(=O)N1c2ccc(S(=O)(=O)N3CCC(C(=O)Nc4ccccn4)CC3)cc2CC1C (stereo not drawn),-3%,1%,16%,5%,-0.3,-4%,6%,-1%,29%
Cc1cccc(OCC(=O)Nc2ccc(NC(=O)c3ccco3)cc2)c1,-7%,1%,3%,-4%,-0.7,15%,21%,0%,84%[activator]
CCOC(=O)CCC(=O)N1CCNC(=O)C1,-1%,-4%,0%,4%,-0.4,3%,13%,-4%,4%
O=C(Nc1ccc2c(c1)OCO2)c1cc2n(n1)C(C(F)(F)F)CC(c1ccccc1)N2 (stereo not drawn),0%,-11%,-17%,-13%,1.2,2%,19%,-7%,2%
C=CCn1c(SCC(=O)Nc2cc(NC(C)=O)ccc2OC)nnc1-c1ccccn1,0%,6%,1%,-8%,-0.7,-2%,8%,1%,-2%
Cc1ccc(C(=O)Cc2cc3ccccc3oc2=O)c(C)c1,-4%,-6%,-6%,3%,-0.9,7%,4%,-3%,53%[activator]
CCCCn1c(N)c(N(CCC(C)C)C(=O)C2CC(=O)N(c3ccc(OC)cc3OC)C2)c(=O)[nH]c1=O (stereo not drawn),-6%,-11%,·,·,0.1,-1%,17%,·,20%
CCO[C@H]1OC(C(=O)N2CCOCC2)=C[C@@H](c2ccccc2)[C@@H]1CCCO,3%,8%,-29%,1%,0.0,9%,21%,1%,0%
CN(C(=O)COC(=O)c1ccc(Br)o1)c1c(N)n(Cc2ccccc2)c(=O)[nH]c1=O,15%,-1%,·,·,-0.4,-2%,-10%,·,17%
CC(=O)Nc1ccc(S(=O)(=O)N2CCN(CCN3CCOCC3)CC2)cc1Cl,9%,-13%,15%,4%,0.4,-11%,-19%,-2%,3%
CCOC(=O)c1c(C)[nH]c(C)c1S(=O)(=O)NCCc1cccs1,11%,-20%,2%,-7%,-0.2,-1%,11%,-4%,12%
O=C(O)c1nn2cc(CCO)cnc2c1Cl,0%,4%,-5%,243%[activator],-0.2,7%,-6%,-4%,6%
CC(Sc1nnc(-c2ccccc2)c(-c2ccccc2)n1)C(=O)Nc1ncc(Cl)cc1Cl (stereo not drawn),-10%,-16%,0%,54%[activator],-0.9,1%,3%,-1%,8%
O=C(CSc1ccc(F)cc1)N1CCN(S(=O)(=O)c2ccccc2)CC1,-10%,1%,0%,-2%,0.0,11%,14%,-8%,0%
CC/C(=N\NC(=O)c1ccc2c(c1)OCO2)c1ccccc1,·,-4%,23%,-8%,0.5,-6%,14%,-2%,8%
CS(=O)(=O)c1ccc(Cl)c(NC(=O)COC(=O)CNC(=O)c2ccccc2)c1,-20%,9%,0%,-8%,0.2,7%,66%[activator],-4%,-1%
CCCCNC(=O)c1cccc2c(=O)c(C)c(-c3ccccc3)oc12,6%,-2%,-4%[57.1 µM],-6%,-1.1,2%,5%,1%,1%
CCn1cc(C2=NOC(C(=O)Nc3cc(C)nn3-c3ccccc3)C2)c(C)n1 (stereo not drawn),-23%,11%,3%,-6%,1.0,2%,46%[activator],2%,2%
O=C(O)c1cc(N/N=C/C(Cl)=C/c2ccccc2)ccc1Cl,?,-37%,?,-21%,-0.3,-18%,31%[activator],1%,12%
COC(=O)c1scc(-c2ccc(C)cc2)c1S(=O)(=O)Nc1ccc(F)cc1F,-17%,-15%,6%,-19%,-0.3,4%,-18%,-8%,·
CCCN1C(C(=O)c2ccccc2)=C(OC(=O)c2ccc(F)cc2)c2ccccc2S1(=O)=O,0%,-11%,?,3%,0.9,0%,30%,-7%,·
Cc1cc(C)[n+](-c2ccc(Oc3ccccc3)c(S(=O)(=O)[O-])c2)[nH]1,?,-7%,20%,3%,-0.1,-1%,134%[activator],-8%,1%
COC1OC(COC(=O)c2ccccc2)C(OC(=O)c2ccccc2)C1OC(=O)c1ccccc1 (stereo not drawn),5%,-18%,9%,-16%,2.5,4%,-1%,-7%,-2%
C/C(=N/NC(=O)c1cccs1)c1c(C)[nH]n(-c2nc3ccccc3s2)c1=O,?,-5%[60.1 µM],1%,0%,-0.4,-4%,-20%,3%,4%
Nc1c(-c2nc(-c3cccs3)no2)nnn1-c1ccccc1Cl,-19%,-13%,-28%,0%,0.5,7%,-12%,-2%,·
CCCOc1ccc(N2C(=O)CC(N(Cc3ccc(OC)cc3)C(=S)Nc3ccccc3)C2=O)cc1 (stereo not drawn),9%,-9%,4%,-8%,0.5,·,-24%,-1%,4%
Cc1c(N=Cc2cccnc2)c(=O)n(-c2ccccc2)n1C,131%[activator],-16%,23%,-1%,0.0,2%,20%,6%,3%
CNc1nc2c(c(=O)n(C)c(=O)n2C)n1Cc1ccccc1,0%,2%,0%,-7%,-0.4,4%,8%,1%,-1%
COc1ccc2[nH]c3c(=O)n(N)c(=O)[nH]c3c2c1,-21%,3%,5%,44%[activator],-1.3,-4%,9%,-2%,12%
OC(COc1ccc2cc(Br)ccc2c1)CN1CCCC1 (stereo not drawn),-17%,-4%,6%,-2%,0.0,1%,7%[58.9 µM],93%[activator],-4%
COc1ccc(C(=O)OCC(=O)Nc2ccc(F)cc2F)cc1OC,-2%,1%,-17%,1%,0.9,3%,13%,4%,-3%

# 10 of these compounds, reformatted.
# Values run as follows: 12-LOX inh	POLK inh	POLB inh	Apoferritin bind	TRHR ag	ERG Ets-DNA blk	POLI inh	BLM inh	APE1 inh
Cc1cc(C)[n+](-c2ccc(Oc3ccccc3)c(S(=O)(=O)[O-])c2)[nH]1
 : ?	-7%	20%	3%	-0.1	-1%	134%[activator]	-8%	1%
COC1OC(COC(=O)c2ccccc2)C(OC(=O)c2ccccc2)C1OC(=O)c1ccccc1 (stereo not drawn)
 : 5%	-18%	9%	-16%	2.5	4%	-1%	-7%	-2%
C/C(=N/NC(=O)c1cccs1)c1c(C)[nH]n(-c2nc3ccccc3s2)c1=O
 : ?	-5%[60.1 µM]	1%	0%	-0.4	-4%	-20%	3%	4%
Nc1c(-c2nc(-c3cccs3)no2)nnn1-c1ccccc1Cl
 : -19%	-13%	-28%	0%	0.5	7%	-12%	-2%	·
CCCOc1ccc(N2C(=O)CC(N(Cc3ccc(OC)cc3)C(=S)Nc3ccccc3)C2=O)cc1 (stereo not drawn)
 : 9%	-9%	4%	-8%	0.5	·	-24%	-1%	4%
Cc1c(N=Cc2cccnc2)c(=O)n(-c2ccccc2)n1C
 : 131%[activator]	-16%	23%	-1%	0.0	2%	20%	6%	3%
CNc1nc2c(c(=O)n(C)c(=O)n2C)n1Cc1ccccc1
 : 0%	2%	0%	-7%	-0.4	4%	8%	1%	-1%
COc1ccc2[nH]c3c(=O)n(N)c(=O)[nH]c3c2c1
 : -21%	3%	5%	44%[activator]	-1.3	-4%	9%	-2%	12%
OC(COc1ccc2cc(Br)ccc2c1)CN1CCCC1 (stereo not drawn)
 : -17%	-4%	6%	-2%	0.0	1%	7%[58.9 µM]	93%[activator]	-4%
COc1ccc(C(=O)OCC(=O)Nc2ccc(F)cc2F)cc1OC
 : -2%	1%	-17%	1%	0.9	3%	13%	4%	-3%

# Not all compounds are listed, so the mix of outcomes need not match the whole.
